Screens: PubChem BioAssay, National Center for Advancing Translational Sciences (NCATS)
GRP78 ERSR act: induces the endoplasmic reticulum stress response in human glioma cells; U87-MG GRP78 promoter luciferase reporter, 16 h; Potency, µM, for inactives: top-dose activation, actives largely listed as activators; actives 0.02% (n = 420,000); also: potency is read from the fitted curve at half-maximal effect; series mostly up to about 76 µM; % of control where 0% means no effect; nearly all actives have a fitted effect of over 35% in size
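ERSR induction read as luciferase luminescence (Bright-Glo, 10 min at room temperature) in stably transfected human U87-MG glioma cells exposed to compounds for 16 h, using GRP78 as sensor.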
TrxR1 substrate: is turned over as a substrate by rat TrxR1 | purified TrxR1 substrate turnover, NADPH consumption readout | Potency, µM (titrated, usually from 114 µM), for the others: at the top dose activity change, negative = substrate turnover | actives 0.01% (n = 390,000) | AID 588456 | O89049; also: potency is read from the fitted curve at half-maximal effect; % is scaled to controls: 0 for no effect and ±100 for the full control effect; nearly all actives have a fitted effect of over 50% in size
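Rat TrxR1, dispensed at 90 nM, was prereduced with 400 uM NADPH (final) for 5 min at ~22 deg C, then incubated with compound 15 min before 400 uM selenite. A first-read NADPH fluorescence drop versus no-compound background flagged substrates.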
PI4K2A block: inhibitors of human PI4K2A; purified PI4K2A, ADP-Glo luminescence, 1 h; hits give low values; Q9BTU6; activity change, negative = inhibition, % at 76.9 µM; actives 0.13% (n = 420,000); in the data active = activity change below about -50%; inconclusive = mostly about -30% to -49%;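 also: -100% = wells without enzyme as full effect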
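Compounds are screened against recombinant PI4K2A using PI as substrate and ATP, the latter dispensed at 300 microM. Reactions run one hour at ambient temperature before ADP-Glo detection; full inhibition defined by wells lacking enzyme.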
IDH1 R132H inh: human IDH1 R132H inhibition; O75874; actives 0.093% (n = 390,000); IDH1-R132H enzyme, NADPH consumption, diaphorase/resazurin fluorescence; Potency, µM (series often up to 76.6 µM), for the others: at the highest dose activity change, negative = inhibition, most hits filed as inhibitors; also: potency is read from the fitted curve at half-maximal effect; % is scaled to controls: 0 for no effect and ±100 for the full control effect; nearly all actives have a fitted effect of over 65% in size
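IDH1-R132H (0.5 ug/mL dispensed) in pH 7.5 Tris buffer was preincubated 30 min with compound, then given a substrate mix of 0.016 mM NADPH and 2 mM alpha-KG for 80 min at room temperature; remaining NADPH was read by diaphorase/resazurin fluorescence.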
RXFP1 agonist: activates the human relaxin receptor RXFP1 | Q9HBX9 | HEK293T-RXFP1 cAMP TR-FRET, 30 min; response scale: percent of porcine relaxin response, buffer zero | Potency, µM (titrated, usually from 57.5 µM), for inactives: at the top dose activation, usual class: activators | actives 0.3% (n = 370,000) | AID 2676; also: potency is read from the fitted curve at half-maximal effect; % is scaled to controls: 0 for no effect and ±100 for the full control effect; nearly all actives have a fitted effect of over 60% in size; many of its hits are not listed in these tables
Target sequence (Q9HBX9 whole entry, looked up): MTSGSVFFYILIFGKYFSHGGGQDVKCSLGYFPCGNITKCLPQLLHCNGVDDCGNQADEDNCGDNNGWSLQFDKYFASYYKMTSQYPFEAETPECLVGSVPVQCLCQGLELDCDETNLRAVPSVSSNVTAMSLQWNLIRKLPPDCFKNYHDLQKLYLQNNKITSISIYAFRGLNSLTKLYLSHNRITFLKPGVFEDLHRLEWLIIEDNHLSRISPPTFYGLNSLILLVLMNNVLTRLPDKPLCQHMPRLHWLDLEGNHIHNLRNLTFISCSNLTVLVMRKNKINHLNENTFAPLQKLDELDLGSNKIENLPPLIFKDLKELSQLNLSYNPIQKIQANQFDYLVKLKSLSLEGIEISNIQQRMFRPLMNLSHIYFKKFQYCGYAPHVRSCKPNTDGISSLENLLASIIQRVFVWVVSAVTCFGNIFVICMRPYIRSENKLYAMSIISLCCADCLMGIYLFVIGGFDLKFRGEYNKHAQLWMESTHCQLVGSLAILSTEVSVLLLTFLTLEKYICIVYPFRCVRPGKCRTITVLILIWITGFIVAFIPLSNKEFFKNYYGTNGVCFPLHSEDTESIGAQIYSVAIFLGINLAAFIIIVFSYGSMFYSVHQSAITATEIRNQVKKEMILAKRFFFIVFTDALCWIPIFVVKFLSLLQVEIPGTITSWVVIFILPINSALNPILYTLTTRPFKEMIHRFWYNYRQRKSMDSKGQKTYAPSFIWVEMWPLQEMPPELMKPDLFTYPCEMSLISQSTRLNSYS
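HEK293T cells stably expressing RXFP1 were pretreated with the PDE4 inhibitor Ro 20174, exposed to compounds for 30 min at 37C, lysed, and cAMP was read by TR-FRET. Data normalized to buffer (basal) and 29 nM porcine relaxin (100%).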
Vif-A3F inh: Vif-A3F binding inhibition; Potency, µM (series often up to 46.1 µM), inactives show at the highest dose activity, negative = active; HeLa A3F-eYFP + Vif (tagged APOBEC3F with the HIV-1 protein that degrades it), YFP fluorescence increase; actives 0.2% (n = 390,000); also: potency is read from the fitted curve at half-maximal effect; % of control where 0% means no effect; nearly all actives have a fitted effect of over 65% in size
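HeLa cells stably expressing Vif plus C-terminally eYFP-tagged A3F were seeded, incubated overnight at 37 deg C, dosed with compound, incubated overnight again at 37 deg C. Yellow fluorescence (Ex 488/Em 500-530) reported blocked Vif-mediated A3F-eYFP degradation.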
Vif-APOBEC3G blk: blocks the Vif interaction with human APOBEC3G | Potency, µM (highest dose often 46.1 µM), for inactives: top-dose activity, negative = active, most hits filed as inhibitors | HeLa A3G-eYFP + Vif (tagged APOBEC3G with the HIV-1 protein that degrades it), YFP fluorescence, overnight | AID 602310 | actives 0.076% (n = 410,000) | Q9HC16;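 also: potency is read from the fitted curve at half-maximal effect; % is scaled to controls: 0 for no effect and ±100 for the full control effect; nearly all actives have a fitted effect of over 60% in size; hits raise eYFP signal because A3G escapes Vif-driven loss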
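Read-out is eYFP fluorescence (Ex 488/Em 500-530) from Vif-expressing HeLa A3G-eYFP cells; more signal means A3G escaped Vif-mediated degradation. Cells plated overnight, compound pinned in, incubated overnight at 37 deg C.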
LDHA inh: blocks human lactate dehydrogenase A; P00338; purified LDHA, NADH/diaphorase-resazurin fluorescence; hits give low values; activity change, % (values are at about 110 or 230 µM); actives 0.15% (n = 480,000); AID 1347041; in the data active = activity change below about -30%; inconclusive = mostly about -25% to -30%;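 also: plate controls were DMSO wells for no effect and wells without enzyme for full effect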
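Remaining NADH was detected by diaphorase (0.133 mg/mL) converting 37 µM resazurin to fluorescent resorufin, read at 0 and 20 minutes. The preceding 5-minute room-temperature reaction used 2 nM LDHA, 0.2 mM sodium pyruvate and 0.06 mM NADH at pH 7.4.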
USP1-UAF1 inh: blocks the human USP1/UAF1 deubiquitinase complex. actives 0.23% (n = 390,000). recombinant USP1/UAF1, Ub-Rhodamine cleavage fluorescence. Potency, µM (doses to about 57.1 µM), for the others: top-dose activity change, negative = inhibition, most hits filed as inhibitors. O94782; also: potency is read from the fitted curve at half-maximal effect; % is scaled to controls: 0 for no effect and ±100 for the full control effect; nearly all actives have a fitted effect of over 60% in size; inactives centre near -12
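High-throughput fluorogenic screen: 1nM USP1/UAF1 complex, Ub-Rho substrate 150nM final, 50mM HEPES pH 7.8 with 0.5mM EDTA, 0.1 mg/ml BSA, 1mM TCEP and 0.01% Tween-20.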
* = called active by the depositor; ? = inconclusive; nt = not tested or not shown; & = joins results of further samples; [ ] = another dose, or the depositor's remark. Unless noted, calls follow the shape of the dose curve; as a rule, active = well fitted curve in the direction sought with a large enough effect; inconclusive = small, poorly fitted or top-dose-only effect, or another doubt; inactive = no such curve, though single readings can be large; an effect the other way counts as inactive or inconclusive.

SMILES | GRP78 ERSR act | TrxR1 substrate | PI4K2A block | IDH1 R132H inh | RXFP1 agonist | Vif-A3F inh | Vif-APOBEC3G blk | LDHA inh | USP1-UAF1 inh
CCOC(=O)C1CCN(C(=O)CSC2=NCCS2)CC1 | 1% | 6% | -9 | 9% | 0.2% | -5% | 0% | -5 | -19%
O=C1CCCC(O)=C1N=Nc1ccc(C(=O)O)cc1 | -6% | -6% | ? | 17% | 1.4% | 2% | -7% | 3 | ?
CCOC(=O)c1[nH]c2ccc(Cl)cc2c1-c1ccccc1 | -3% | 0% | 1 | -1% | 1.3% | -7% | -3% | -8 | -5%
O=C1c2ccccc2/C(=C\C#Cc2ccccn2)N1c1ccccc1 | ? | -1%[57.1 µM] | -1 | -2% | nt | 0% | ? | 0 | ?
C[C@@H]1COC(=O)[C@@H](Cc2ccc(F)cc2)C/C=C\C[C@@H](CC(=O)N(CCO)Cc2ccccc2)C(=O)N1 | -4% | 6% | 3 | -2% | nt | 11% | 6% | -6 | -19%
COc1ccc(C(=O)CSc2nnc(-c3ccco3)c(-c3ccco3)n2)cc1 | 4% | -8% | -30 | -5% | 0.0% | -11% | -7% | 0 | -21%
O=C(Cc1ccc(F)cc1)Nc1cccc(-c2ccc3nncn3n2)c1 | -3% | 0% | -9 | 5% | 0.8% | 7% | -7% | 0 | -9%
c1ccc2c(c1)Cn1nc(Cc3nc4c(s3)CCCC4)nc1-2 | -1% | 2% | 6 | 3% | 2.0% | -1% | -11% | 9 | -8%
COCCCNC(=O)CCC(=O)N1Cc2ccccc2Oc2ncccc21 | -2% | 4% | 4 | 9% | 1.2% | 3% | 1% | -1 | -7%
CN1CCc2c(sc(NC(=O)c3cc(Cl)sc3Cl)c2C(N)=O)C1 | 2% | 12%[57.1 µM] | 4 | 0% | -4.6% | ? | -20% | 0 | -18%
COC(=O)c1cccc(NC(=O)c2ccc3c(c2)C(=O)N(Cc2cccnc2)C3=O)c1 | 1% | 0% | -2 | -8% | 0.0% | 1% | -9% | -1 | -11%
O=C(NCC(c1cccnc1)N1CCN(c2ccc(F)cc2)CC1)c1ccco1 (stereo not drawn) | -4% | 10%[57.1 µM] | 8 | 3% | -1.5% | -1% | 0% | -6 | 3%
CCC(C)NC(=O)C1CCN(S(=O)(=O)N2CCOCC2)CC1 (stereo not drawn) | -2% | -1% | 1 | -2% | -2.3% | -4% | 5% | 2 | -5%
Cc1sc2ncnc(NCCCN3CCCC3=O)c2c1C | -3% | -2% | 7 | -7% | ? | -6% | 3% | -5 | -25%
O=S(=O)(NCCc1csc(-c2cccc(F)c2)n1)c1cc(F)ccc1F | -4% | 0%[57.1 µM] | -6 | 14% | 1.4% | -3% | -3% | -7 | -3%
O=C(CCN1C(=O)C2CCCCC2C1=O)Nc1nc(-c2ccc(F)c(F)c2)cs1 (stereo not drawn) | -1% | 11%[57.1 µM] | 6 | -3% | 4.0% | 2% | 0% | -5 | -21%
O=C(NCc1ccccc1)c1ccc(-c2cn[nH]c2)c2ccoc12 | -2% | nt | -1 | nt | nt | nt | -29% | -11 | nt
CN1CCN(c2ccc(CNC(=O)C3Cc4c(-c5ccccc5)ccnc4O3)cc2)CC1 (stereo not drawn) | -5% | nt | -2 | nt | nt | nt | 0% | -13 | nt
Cc1ccc(S(=O)(=O)N2CCC(=O)N(CCOC(=O)Nc3ccc(F)cc3)CC2)cc1 | 2% | 0% | -1 | 8% | 0.2% | -5% | 2% | 1 | ?
COc1ccc(NC(C)=O)cc1CNC(=O)COc1ccccc1C(=O)Nc1cccc(C)c1C | 1% | 2% | 76 | 13% | -0.3% | -1% | -14% | -8 | -14%
Cn1nc(-c2ccc(N3CCOCC3)c(NS(=O)(=O)c3ccc(Cl)cc3)c2)c2ccccc2c1=O | 0% | -7% | -2 | 1% | 5.0% | nt | ? | 0 | -19%
COc1ccc(CCNC(=O)C2CCC(=O)N2Cc2ccccc2Cl)cc1OC (stereo not drawn) | -1% | 1% | 7 | -7% | -0.2% | 1% | 0% | -4 | -19%
Cc1ccc(Cn2c(C)c(CNC(C)c3ccccc3)c(C(=O)O)c2C)cc1 (stereo not drawn) | 0% | -9% | 2 | ? | -1.4% | 5% | 6% | -3 | -7%
CCSc1nc(=O)c2c(n1C)NC(=O)CC2c1ccc(O)cc1OC (stereo not drawn) | 1% | 1% | 2 | 18% | 3.3% | 5% | -5% | 3 | -6%
O=S(=O)(Nc1ccc(Br)cn1)c1cccs1 | 0% | 3% | -1 | 3% | 4.9% | 5% | 2% | 0 | -21%
O=C(COC(=O)c1ccc([N+](=O)[O-])s1)Nc1ncc(C(F)(F)F)cc1Cl | -3% | -6% | -2 | 2% | -2.2% | -15% | 1% | 6 | ?
COC(=O)C(NNc1ccc(F)cc1)(NC(=O)c1ccccc1)C(F)(F)F (stereo not drawn) | 0% | -9% | -6 | 2% | 3.4% | 0% | 3% | 5 | -16%
N#Cc1c(N)nc2c(c1-c1ccc(F)cc1)CCC2 | -2% | 46%[activator][57.1 µM] | 3 | -5% | 4.5% | -23% | 0% | -5 | -20%
O=C(O)c1cccc(NC(=S)N/N=C/c2cccc(O)c2)c1 | -11% | 0%[57.1 µM] | 1 | 14% | 0.7% | 10% | 2% | -8 | -9%
Cc1cccc(NC(=O)Nc2nnc(N3CCCCC3C)s2)c1C (stereo not drawn) | 0% | 5% | 0 | 5% | 1.8% | -1% | 2% | -7 | -16%
Cn1nnnc1SCC(=O)Nc1ncc(C(F)(F)F)cc1Cl | -1% | -7% | 3 | 6% | nt | 2% | -5% | -1 | -12%
CC/C(=C/c1sc2ccc(C)cc2[n+]1CCCS(=O)(=O)[O-])SC | -3% | -13%[57.1 µM] | -4 | -11% | 6.4% | -13% | 1% | 0 | -18%
Cc1nn(-c2ccccc2)c(Cl)c1/C=N/NC(=O)c1ccccc1F | 1% | 7%[57.1 µM] | -3 | 1% | -0.9% | 1% | 7% | 0 | -19%
O=S(=O)(Nc1ccccc1Cl)c1ccc(NS(=O)(=O)c2cccs2)cc1 | -6% | 14%[0.0914 µM] | -4 | 0% | -0.4% | -4% | -1% | -3 | -12%
COc1ccc(-c2cc(C)no2)cc1S(=O)(=O)N1CCN(C(=O)c2ccco2)CC1 | -7% | 2% | 1 | 11% | 1.6% | -3% | -9% | -9 | -14%
CCOc1ccccc1NC(=O)C(CC)Sc1nc2ncccc2[nH]1 (stereo not drawn) | -2% | -4% | 0 | -3% | -0.5% | -6% | -5% | 0 | -20%
CCn1nc(C)cc1C(=O)Sc1cccc(Cl)c1 | -9% | 6%[57.1 µM] | 21 | -7% | 7.5% | -12% | -13% | -13 | -6%
Cc1cc2ccccc2n1CCNC(=O)c1cccc(Cl)c1 | 2% | 1% | 3 | 7% | -0.7% | -8% | -1% | -1 | ?
NS(=O)(=O)c1ccc(CCNC(=O)c2cccnc2)cc1 | -3% | 13% | -3 | 3% | 4.0% | 2% | 0% | -18 | 1%
FC(F)C(F)(F)c1cc(-c2ccccc2)n[nH]1 | -1% | 4%[57.1 µM] | 0 | 3% | 0.1% | 3% | 0% | 0&-2 | -1%
CN1C=CC(=CC=C2C=CC(=O)C=C2)C=C1 | -4% | -2%[57.1 µM] | -4 | 3% | -37%[inhibitor] | -12% | -1% | 5 | ?
COc1cccc(NC(=O)c2cc(S(=O)(=O)N3CCc4ccccc43)cn2C)c1 | -8% | 0%[57.1 µM] | -1 | 2% | 0.2% | 6% | 4% | 0 | -7%
N#C/C(=C/c1ccc(O)c(O)c1)C(=O)NCc1ccc(Cl)cc1 | 12% | 0% | -11 | 6% | -5.6% | ? | -18% | 13 | -15%
COc1ccc(-c2nnc3ccc(SCC(=O)NCc4ccco4)nn23)cc1OC | 1% | -1% | -8 | 11% | 2.2% | -3% | -2% | 14 | -9%
Cc1cccc(NC(=O)c2cc3c(=O)n4ccccc4nc3s2)c1 | -5% | 39%[activator] | 0 | 0% | 14% | -13% | 1% | -7 | -18%
CCOc1ccc(OCCn2c(SCC(=O)O)nc3ccccc32)cc1 | 0% | 15% | -12 | 8% | 1.0% | 1% | -20% | 2 | -21%
COc1ccc(-c2nc3ccccc3s2)cc1NC(=O)COc1cccc(C)c1 | 3% | 53%[activator] | 1 | -8% | 27% | 1% | -12% | -3 | 5%
Cc1ccc(CN(C(=O)c2c(F)cccc2F)C2CC(C)(C)NC(C)(C)C2)o1 | 0% | 9% | 7 | 6% | -0.3% | -6% | 0% | -2 | -13%
Cc1nc(NCc2ccco2)c(C#N)c2c1COC(C)(C)C2 | -5% | 19%[57.1 µM] | 8 | 1% | 0.3% | 8% | -5% | -4 | 0%
Cc1ccc(CNC(=O)c2nnn(CC(=O)Nc3cc(C)cc(C)c3)c2N)cc1 | 0% | -10% | -11 | 0% | 1.3% | 2% | -1% | -13 | -17%
Cc1ccc(OCC(=O)Nc2ccc(S(=O)(=O)N3CCOCC3)cc2)c(Br)c1 | -6% | -8% | 1 | -1% | -2.3% | -16% | -1% | -5 | 4%

An excerpt; the hit share may differ from the screen's.
